Compound activity: PubChem, NCI
Growth percent in the NCI-60 one-dose screen (48 h, 10 µM unless noted): 100 = growth as untreated, 0 = no growth, -100 = all killed.
SF-268: SF-268 CNS cancer cells; hit rate 3.1% among 82,000
SNB-19: SNB-19 CNS cancer cells; hit rate 2.5% among 81,000; AID 1794751
SF-539: SF-539 CNS cancer; hit rate 6.8% among 81,000
KM12: KM12 colon cancer cells; AID 1794800; hit rate 5% among 82,000
SF-295: SF-295 CNS cancer cells | hit rate 5.6% among 79,000 | AID 1794758
SW-620: SW-620 colon cancer; hit rate 5.2% among 82,000
HCC-2998: HCC-2998 colon cancer. hit rate 4.7% among 79,000
SNB-75: SNB-75 CNS cancer; hit rate 5% among 79,000
HT29: HT29 colon cancer | hit rate 7.4% among 81,000
* = called active by the depositor; x = no result given. The calls were made as follows: active = growth percent below 10; inactive = the rest.

#1 CC(=O)NNc1nc(C)c(C(/C=C/c2ccc(/C=C/C(=N\NC(=O)c3ccncc3)c3sc(NNC(C)=O)nc3C)cc2)=N/NC(=O)c2ccncc2)s1
#2 CC(=O)c1ccc(C)c([N+](=O)[O-])c1
#3 CC1OC1c1ccc(-c2ccc(C3OC3C)cc2)cc1 (configuration not stated)
#4 CCNC(=O)CCCC(=O)OC
#5 Fc1cc(-c2nn3c(-c4cc(F)c(Cl)cc4Cl)nnc3s2)c(Cl)cc1Cl
#6 Cc1cccc2c1N[C@@H]1N(C)c3ccccc3[C@]1(C)C2
#7 O=C1Nc2ccccc2/C1=C/c1cn(C(=O)c2ccc(Cl)cc2)c2ccccc12
#8 C=CCN1CCN(/C(=N/c2sc(-c3ccccc3)nc2-c2ccccc2)c2ccc(C)cc2)CC1

Assay by compound	1	2	3	4	5	6	7	8
SF-268	105.3	108.8	98.8	110.3	98.2	100.6	99.9	96.4
SNB-19	101.8	97.7	102.2	121.4	103.1	99.6	99.1	106.4
SF-539	97.2	100.4	102.5	108.3	106.0	99.8	99.4	87.3
KM12	100.0	108.8	104.2	111.4	95.6	101.5	40.9	81.7
SF-295	103.8	111.2	106.6	106.9	98.2	111.4	114.4	96.7
SW-620	108.2	123.5	103.8	112.2	93.3	102.1	102.5	91.0
HCC-2998	99.9	107.6	x	105.6	111.2	89.9	x	89.3
SNB-75	93.5	x	101.7	108.4	73.0	62.4	87.7	102.4
HT29	96.5	106.3	97.2	101.5	88.9	95.3	110.0	83.8

Another view of 4 compounds above.
item	Structure	SF-268	SNB-19	SF-539	KM12	SF-295	SW-620	HCC-2998	SNB-75	HT29
5	Fc1cc(-c2nn3c(-c4cc(F)c(Cl)cc4Cl)nnc3s2)c(Cl)cc1Cl	98.2	103.1	106.0	95.6	98.2	93.3	111.2	73.0	88.9
6	Cc1cccc2c1N[C@@H]1N(C)c3ccccc3[C@]1(C)C2	100.6	99.6	99.8	101.5	111.4	102.1	89.9	62.4	95.3
7	O=C1Nc2ccccc2/C1=C/c1cn(C(=O)c2ccc(Cl)cc2)c2ccccc12	99.9	99.1	99.4	40.9	114.4	102.5	x	87.7	110.0
8	C=CCN1CCN(/C(=N/c2sc(-c3ccccc3)nc2-c2ccccc2)c2ccc(C)cc2)CC1	96.4	106.4	87.3	81.7	96.7	91.0	89.3	102.4	83.8

Next section
#9 CN1C(=O)N(C)C2C1NC(=O)N2CC(=O)NN (configuration not stated)
#10 CCNC(=O)Nc1ccc(NC(=O)c2[nH]c(C)c(Cl)c2Cl)c(OC)c1
#11 O=C(O)CCCCCCNC(=O)c1nc(-c2ccccc2)n(-c2ccc(Cl)cc2)n1
#12 CN(C)C(=O)Oc1ccc[n+](C)c1
#13 O=C(c1ccc(Cc2n[nH]c(=O)c3cccnc23)cc1)N1CCCCC1
#14 C=C(C)CN(CC(=C)C)C(=N)OCC1CCCO1 (configuration not stated)
#15 OC(c1cc(-c2ccccc2)nc2ccc(Cl)cc12)C1CCCCN1 (configuration not stated)
#16 CC(=O)NNC(=S)/N=C/C(C(=O)Nc1ccccc1)=C(/C)O

Assay by compound	9	10	11	12	13	14	15	16
SF-268	99.8	96.1	107.1	120.3	100.8	99.5	60.7	105.1
SNB-19	94.6	95.7	103.8	110.7	95.8	106.9	x	96.8
SF-539	101.1	53.6	96.9	107.7	95.0	107.0	67.5	99.1
KM12	104.4	90.4	109.0	108.6	113.8	100.5	6.5*	103.4
SF-295	102.2	104.3	105.1	107.6	96.7	92.7	96.2	95.7
SW-620	104.7	90.5	104.6	108.2	107.3	97.5	21.2	96.1
HCC-2998	102.4	104.8	x	98.5	103.3	100.5	-87.7*	98.7
SNB-75	85.2	108.7	88.9	105.2	102.3	101.2	61.9	86.6
HT29	110.1	99.2	94.8	110.3	103.0	97.7	-3.9*	100.4

#17 COC(=O)c1c2c(c(C)[n+]([O-])c1C)C(=O)C=C(NCc1ccc(F)cc1)C2=O
#18 O=C(Nc1nc2ccc([N+](=O)[O-])cc2s1)Nc1ccccc1I
#19 CN1CCN(c2ccc(-c3c(C#N)c(-c4ccccc4)nc4c3c(-c3ccccc3)nn4-c3ccccc3)cc2)CC1
#20 CC(C)(C)CC(C)(C)Cc1ccc(OCCOCC[N+](C)(C)Cc2ccccc2)cc1
#21 COc1ccc(/C=C(/C(=O)c2ccccc2)S(=O)(=O)c2ccc(C)cc2)cc1
#22 NS(=O)(=O)c1ccc(N=Nc2c(O)n(CC(=O)Nc3ccc(Cl)cc3)c3ccccc23)cc1
#23 COc1ccc(C2=NN(c3ccccc3)C(c3cn(-c4ccccc4)nc3-c3ccccc3)C2)cc1 (configuration not stated)
#24 C=C(C[n+]1ccccc1)[C@@H]1CC[C@]2(C(=O)OC)CC[C@]3(C)[C@H](CC[C@@H]4[C@@]5(C)CC[C@H](O)C(C)(C)[C@@H]5CC[C@]43C)[C@@H]12

Assay by compound	17	18	19	20	21	22	23	24
SF-268	-2.0*	22.0	106.0	20.7	99.5	89.0	103.6	97.0
SNB-19	-66.5*	10.5	104.2	-7.7*	92.2	75.5	108.4	105.7
SF-539	-91.2*	-0.2*	98.3	30.9	98.1	51.0	110.8	91.2
KM12	1.2*	2.9*	100.0	-52.6*	102.1	76.1	101.0	103.1
SF-295	-80.0*	-25.8*	101.6	73.5	94.9	60.6	103.8	102.8
SW-620	-9.7*	7.7*	102.7	30.2	99.4	35.9	95.6	91.6
HCC-2998	-40.2*	4.5*	118.1	-10.0*	113.8	88.8	93.5	104.0
SNB-75	-92.0*	-1.5*	87.0	-9.0*	78.0	79.2	112.7	x
HT29	2.7*	1.9*	96.7	9.9*	99.9	71.9	88.0	94.5

#25 Cc1nc(NN)c([N+](=O)[O-])c(NN)n1
#26 Cc1nc(Nc2nc3ccc(F)cc3s2)nc(-c2ccccc2)c1C(=O)Nc1ncccn1
#27 COc1ccc(/C=C2\N=C(c3cccnc3)N(c3ccccc3)NC2=O)cc1
#28 CC1(C)OCC(CCCOCc2ccccc2)O1 (configuration not stated)
#29 N#CCCCc1cn(-c2ncc(-c3ccc(C(F)(F)F)cc3)c(NC3CCCCCC3)n2)nn1
#30 Fc1ccccc1CNc1c2ccccc2nc2ccccc12
#31 O=C(O)CC(=O)Nc1ccccc1
#32 CCCC1OC(C)CC(C)(C)O1 (configuration not stated)

Assay by compound	25	26	27	28	29	30	31	32
SF-268	102.1	105.8	91.9	115.7	89.9	79.9	x	106.3
SNB-19	109.4	104.8	96.8	108.4	80.9	43.9	109.4	99.1
SF-539	95.2	99.4	102.7	x	94.6	31.1	101.3	102.7
KM12	103.9	99.1	95.3	115.9	86.6	42.2	100.4	106.2
SF-295	98.5	x	95.2	107.0	85.7	51.7	102.2	108.1
SW-620	104.5	97.0	92.3	110.3	96.1	28.5	104.5	101.7
HCC-2998	x	100.5	99.7	x	98.1	48.0	108.1	104.2
SNB-75	114.3	74.6	80.6	96.4	86.2	71.7	106.2	91.0
HT29	107.8	93.0	107.5	117.7	62.3	23.3	97.1	116.4

#33 Cc1ccc2c(-c3nnc(N)s3)cc(=O)oc2c1
#34 CCN1CCN(CCNc2nccc(-c3cn(-c4ccccc4)nc3-c3ccc(Cl)c(OC)c3)n2)S1(=O)=O
#35 C#Cc1nc(/C=C/C=C/C(=O)NO)cs1
#36 O=C(CCCCCCCCC(=O)OCc1ccccc1)OCc1ccccc1
#37 O=C(O)CC(NC(=O)Cc1ccc(C(F)(F)F)cc1)c1cccc(Cl)c1 (configuration not stated)
#38 Nc1cc(F)ccc1NC(=O)c1ccc(NC(=O)C/C=C/c2cccnc2)cn1
#39 O=C1/C(=C\c2ccc(Cl)cc2)CN(C(=O)c2ccccc2)C/C1=C\c1ccc(Cl)cc1
#40 Cc1ccc(S(=O)(=O)NC(=O)NC2=NC(C)(C)N(c3ccc(Cl)c(Cl)c3)C(N)=N2)cc1

Assay by compound	33	34	35	36	37	38	39	40
SF-268	100.1	93.9	90.2	96.2	95.5	30.8	26.9	43.1
SNB-19	96.7	99.5	77.3	97.4	98.9	31.7	68.2	93.0
SF-539	96.4	97.2	61.6	92.2	90.9	6.2*	61.4	72.8
KM12	106.5	92.2	94.0	99.5	102.5	24.5	x	79.4
SF-295	100.3	93.2	87.2	104.1	101.6	22.3	1.6*	88.8
SW-620	105.7	116.7	84.7	103.0	99.9	10.6	-33.8*	44.6
HCC-2998	101.3	111.8	99.8	111.5	101.9	15.5	-71.8*	100.2
SNB-75	93.7	77.2	54.6	97.7	100.8	31.9	51.4	85.9
HT29	120.2	97.1	81.6	106.5	108.0	11.4	-84.9*	34.5

#41 NCCOCCOc1nc(Oc2ccccc2C(=O)O)cc(-c2ccco2)n1
#42 COc1ccc(C2=NN(c3ccc(S(N)(=O)=O)cc3)C(=O)CC2)cc1OC
#43 N#Cc1cccc[n+]1Cc1ccccc1
#44 COc1cc(/C=C2\C(=O)N(CCCCCCn3c4ccccc4c(=O)c4ccccc43)c3ccccc32)cc(OC)c1O
#45 O=C(CSc1oc(-c2ccccc2)nc1S(=O)(=O)c1ccc(F)cc1)Nc1ccc(F)cc1
#46 O=C(C1=Cc2cc3ccccc3n2Cc2cnnn21)c1ccccc1
#47 CCCCC(CC)COC(=O)Cc1ccccc1 (configuration not stated)
#48 COC(=O)[C@]1(C)N[C@H](c2cn(-c3ccccc3)nc2-c2ccccc2)[C@@H]2C(=O)N(c3ccccc3)C(=O)[C@@H]21

Assay by compound	41	42	43	44	45	46	47	48
SF-268	112.3	98.1	107.6	74.8	85.8	58.8	107.9	109.0
SNB-19	99.8	105.7	x	78.6	69.8	32.2	107.9	95.0
SF-539	102.2	92.5	92.3	81.2	85.6	57.8	108.3	x
KM12	104.3	102.2	106.4	68.5	96.9	33.8	109.1	102.7
SF-295	92.9	109.8	103.2	93.5	75.9	56.3	100.5	99.1
SW-620	103.7	107.2	111.1	79.5	94.5	28.5	106.5	101.4
HCC-2998	105.2	110.3	104.3	92.3	101.0	71.7	112.9	94.7
SNB-75	95.7	89.9	80.1	68.5	102.5	x	103.2	78.8
HT29	x	101.0	104.8	12.1	75.8	7.8*	101.5	96.8

#49 COC1CC(NC(C)=O)C(OC(=O)c2ccccc2)C(CBr)O1 (configuration not stated)
#50 O=C(Nc1c[nH]c(=O)[nH]c1=O)OCc1ccccc1
#51 CC/C=C\C/C=C\C[C@H]1C/C=C2/C(=O)C=C[C@@H]2C/C=C\CCC(=O)O1
#52 Nc1cccnc1/C=N/NC(=S)NCCNC(=O)c1ccc(-n2nc(-c3ccccc3O)nc2-c2ccccc2O)cc1
#53 CCCCCCCCCCCCCCCC(=O)OC[C@H](CSC[C@H](N)C(=O)N[C@@H](CO)C(=O)OC)OC(=O)CCCCCCCCCCCCCCC
#54 CC(O)(c1ccccc1)c1ccccc1
#55 Cc1c([N+](=O)[O-])cc(C(=O)O)cc1[N+](=O)[O-]
#56 COCCN1CCN(c2ncc([N+](=O)[O-])c(N3CCN(CCOC)CC3)n2)CC1

Assay by compound	49	50	51	52	53	54	55	56
SF-268	94.4	106.2	21.0	32.8	92.3	103.3	115.9	96.5
SNB-19	97.5	103.3	28.0	13.2	97.7	94.0	94.1	101.0
SF-539	97.8	113.6	-25.5*	-23.2*	97.4	97.2	102.7	99.4
KM12	101.4	109.2	-27.8*	11.6	100.2	105.7	98.4	101.3
SF-295	100.9	108.9	3.9*	-6.2*	103.0	103.4	102.3	96.3
SW-620	101.5	107.2	8.9*	58.5	97.4	97.0	94.7	101.2
HCC-2998	108.7	101.9	x	-7.3*	108.4	x	90.7	96.7
SNB-75	107.6	87.1	64.0	48.1	66.1	99.2	x	87.2
HT29	105.2	114.2	-40.5*	-42.8*	104.1	106.8	92.6	101.0

#57 Nc1nc(N)c(N)c(Nc2ccc(CCO)cc2)n1
#58 O=C(Cc1ccc(F)c(Cl)c1)Nc1cc(C2(C(F)(F)F)CC2)nn1Cc1ccccc1
#59 CC(=O)N(NC(=O)c1ccccn1)C(C)=O
#60 COC(=O)c1sc(-c2ccc(C)cc2)cc1O
#61 CC12CCC3C4(C)COC(c5ccccc5)OC4CCC3(C)C1CC(C1=CCOC1=O)O2 (configuration not stated)
#62 c1ccc(CN2COc3cc4c(cc3C2)OCN(Cc2ccccc2)C4)cc1
#63 O=C(NCCO)c1ccncc1
#64 Clc1ccc(CNc2c3ccccc3nc3ccccc23)cc1

Assay by compound	57	58	59	60	61	62	63	64
SF-268	102.8	17.1	104.2	96.2	100.3	96.9	96.8	67.9
SNB-19	123.6	9.4*	106.2	100.5	91.4	95.1	109.7	43.1
SF-539	111.5	50.6	104.7	113.9	98.2	101.7	100.7	30.3
KM12	101.1	85.5	108.5	95.8	96.7	99.7	x	35.6
SF-295	105.2	24.8	96.5	111.7	92.8	104.9	104.7	59.6
SW-620	94.0	82.7	108.9	103.1	101.3	94.5	99.1	31.0
HCC-2998	106.5	103.6	108.9	94.7	93.9	95.9	110.4	-10.2*
SNB-75	x	-21.6*	95.0	104.6	92.1	82.9	89.7	68.4
HT29	104.2	18.0	107.8	107.6	90.1	99.8	82.1	15.0

#65 COC(=O)CC[C@@H]1O[C@@H](c2cccc(C(F)(F)F)c2)C[C@H]1O
#66 CCCCC1CCCC12NC(=O)NC2=O (configuration not stated)
#67 N#CC(C#N)N=Nc1ccc(C(=O)O)cc1
#68 O=C(O)c1cn(C2CC2)c2cc(N3CCN(Cc4c(O)ccc5ccccc45)CC3)c(F)cc2c1=O
#69 O=C1O[C@H](CO)[C@@H]2[C@H]1[C@H]2C(=O)c1cccs1

Assay by compound	65	66	67	68	69
SF-268	92.2	99.5	105.0	47.1	104.4
SNB-19	x	104.0	106.8	83.1	97.2
SF-539	108.9	113.5	103.7	-17.7*	100.9
KM12	102.3	106.2	104.6	37.5	99.6
SF-295	102.4	109.1	102.1	39.3	30.6
SW-620	100.9	101.9	108.2	28.2	90.8
HCC-2998	110.5	96.9	105.6	32.1	104.2
SNB-75	95.4	106.7	95.9	-20.8*	105.0
HT29	108.9	110.4	112.4	-46.7*	107.7
